Pin1 inhibitor: human Pin1 inhibition. Potency, µM (titrated, usually from 115 µM), without a hit: top-dose activity, negative = inhibition, usual class: inhibitors. Pin1 FP peptide displacement, HiFluor488, 10 min. 390,000 compounds, 0.009% hits. AID 504891. Q13526; active means well fitted inhibition curve with a large enough effect in the polarisation, with a control signal flat, not every such curve was filed as active; inconclusive means small, poorly fitted or top-dose-only effect, or effect the other way, or a change in a side signal; inactive means no such curve, though single readings can be large or run the other way; the % refers to the polarisation; further: potency means the concentration at half of the fitted maximal effect; on the % scale 0 is the no-effect control and ±100 the full control effect
Target sequence (Q13526 whole entry, looked up): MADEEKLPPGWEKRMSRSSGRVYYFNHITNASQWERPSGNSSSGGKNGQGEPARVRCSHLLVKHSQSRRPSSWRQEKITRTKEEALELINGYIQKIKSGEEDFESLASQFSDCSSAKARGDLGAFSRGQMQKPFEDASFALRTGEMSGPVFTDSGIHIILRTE
USP1 inh: USP1/UAF1 (human) deubiquitinase inhibition | recombinant USP1/UAF1, Ub-Rhodamine cleavage fluorescence | O94782 | 390,000 compounds, 0.23% hits | Potency, µM (series often up to 57.1 µM), for the others: at the top dose activity change, negative = inhibition, most hits filed as inhibitors; further: potency means the concentration at half of the fitted maximal effect; on the % scale 0 is the no-effect control and ±100 the full control effect; nearly all actives have a fitted effect of over 60% in size; inactives centre near -12
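High-throughput fluorogenic screen: 1nM USP1/UAF1 complex, Ub-Rho substrate 150nM final, 50mM HEPES pH 7.8 with 0.5mM EDTA, 0.1 mg/ml BSA, 1mM TCEP and 0.01% Tween-20.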
HP1b chromo inh: inhibitors of HP1-beta chromodomain binding to methylated histone tails; 390,000 compounds, 0.56% hits; P83916; AID 540317; Potency, µM (series often up to 114 µM), for the others: top-dose activity change, negative = inhibition, hits mostly inhibitors; AlphaScreen HP1-beta / biotin-H3K9me3 peptide binding; further: potency means the concentration at half of the fitted maximal effect; nearly all actives have a fitted effect of over 70% in size; inactives centre near 23
Target sequence (P83916 whole entry, looked up): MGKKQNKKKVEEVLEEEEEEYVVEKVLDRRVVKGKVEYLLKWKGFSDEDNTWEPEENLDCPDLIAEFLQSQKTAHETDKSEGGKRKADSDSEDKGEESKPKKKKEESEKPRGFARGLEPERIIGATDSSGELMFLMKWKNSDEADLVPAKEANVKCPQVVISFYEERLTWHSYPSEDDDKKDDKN
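HP1-beta protein (50 nM final) preincubated 30 min at room temperature with biotinylated H3(1-18)K9me3 peptide (50 nM) in PBS pH 7.4, 0.01% Tween-20, then compound added for 30 min. AlphaScreen streptavidin donor/nickel chelate acceptor beads (10 ug/mL final), 30 min dark, luminescence read.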
IDH1 R132H inh: inhibitors of human mutant IDH1 R132H; O75874; IDH1-R132H enzyme, NADPH consumption, diaphorase/resazurin fluorescence; Potency, µM (titrated, usually from 76.6 µM), for the others: top-dose activity change, negative = inhibition, actives largely listed as inhibitors; 390,000 compounds, 0.093% hits; further: potency means the concentration at half of the fitted maximal effect; on the % scale 0 is the no-effect control and ±100 the full control effect; nearly all actives have a fitted effect of over 65% in size
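IDH1-R132H (0.5 ug/mL) preincubated 30 min with compound, then NADPH (0.016 mM) and alpha-KG (2 mM) added; 80 min at RT, pH 7.5. Remaining NADPH coupled via diaphorase/resazurin to fluorescence (540/590 nm); concentration-response curves normalized to no-enzyme control.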
TrxR1 substrate: is turned over as a substrate by rat TrxR1. purified TrxR1 substrate turnover, NADPH consumption readout. 390,000 compounds, 0.01% hits. O89049. Potency, µM (doses to about 114 µM), for inactives: top-dose activity change, negative = substrate turnover; further: potency means the concentration at half of the fitted maximal effect; on the % scale 0 is the no-effect control and ±100 the full control effect; nearly all actives have a fitted effect of over 50% in size
Target sequence (O89049 whole entry, looked up): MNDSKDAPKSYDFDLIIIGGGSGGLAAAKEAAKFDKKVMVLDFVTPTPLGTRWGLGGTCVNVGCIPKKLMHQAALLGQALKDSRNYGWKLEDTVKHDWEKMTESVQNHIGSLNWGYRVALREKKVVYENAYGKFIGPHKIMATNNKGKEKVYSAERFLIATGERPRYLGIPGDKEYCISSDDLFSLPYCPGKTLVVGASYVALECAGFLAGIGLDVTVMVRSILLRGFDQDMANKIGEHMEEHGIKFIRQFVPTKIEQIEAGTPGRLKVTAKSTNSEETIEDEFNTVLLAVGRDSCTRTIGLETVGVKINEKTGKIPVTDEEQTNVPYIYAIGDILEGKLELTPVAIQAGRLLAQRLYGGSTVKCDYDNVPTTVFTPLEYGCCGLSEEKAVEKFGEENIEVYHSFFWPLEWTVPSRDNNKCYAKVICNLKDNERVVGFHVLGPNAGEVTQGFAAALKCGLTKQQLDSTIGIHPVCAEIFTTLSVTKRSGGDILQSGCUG
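Rat TrxR1, dispensed at 90 nM, was prereduced with 400 uM NADPH (final) for 5 min at ~22 deg C, then incubated with compound 15 min before 400 uM selenite. A first-read NADPH fluorescence drop versus no-compound background flagged substrates.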
PI4K2A block: inhibitors of human PI4K2A; Q9BTU6; purified PI4K2A, ADP-Glo luminescence, 1 h; hits give low values; activity change, negative = inhibition, % at 76.9 µM; 420,000 compounds, 0.13% hits; in the data active means activity change below about -50%; inconclusive means mostly about -30% to -49%;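 further: -100% = wells without enzyme as full effect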
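In this quantitative HTS, ADP production by PI4K2A was quantified luminescently after 1 h at ambient temperature; 100 microM adenosine served as plate-quality control.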
PGK inhibitor: blocks T. brucei phosphoglycerate kinase; P07378; PGK/GAPDH coupled, Kinase-Glo luminescence, 60 min; Potency, µM (highest dose often 57.5 µM), for the others: at the highest dose activity change, negative = inhibition, most hits filed as inhibitors; 380,000 compounds, 0.043% hits; AID 602233; further: potency means the concentration at half of the fitted maximal effect; on the % scale 0 is the no-effect control and ±100 the full control effect; nearly all actives have a fitted effect of over 60% in size
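Recombinant glycosomal PGK reaction used 1,3-bisphosphoglycerate generated in-well by GAPDH (100nM final) in 100mM TEA pH 7.6, 5mM MgCl2, 0.01% Tween-20. After 60 minutes at room temperature, ATP was read by Kinase-Glo Plus luminescence end-point.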
TrxR1 inh: inhibitors of rat thioredoxin reductase 1 | 390,000 compounds, 1% hits | O89049 | recombinant rTrxR1, NADPH fluorescence consumption, selenite substrate | Potency, µM (highest dose often 114 µM), without a hit: at the highest dose activity change, negative = inhibition, hits mostly inhibitors | AID 588453; further: potency means the concentration at half of the fitted maximal effect; on the % scale 0 is the no-effect control and ±100 the full control effect; nearly all actives have a fitted effect of over 65% in size
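Rat TrxR1 (90 nM in the dispensed reagent) was pre-reduced with 400 uM NADPH for 5 min at room temperature, then incubated with compound for 15 min. After 400 uM selenite was added, NADPH fluorescence (Ex 340/Em 450 nm) was followed for 8 min.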
GLS inh: inhibitors of human glutaminase (GLS); AID 624170; 410,000 compounds, 0.21% hits; GLS enzymatic activity, qHTS titration; Potency, µM (doses to about 45.5 µM), without a hit: top-dose activity change, negative = inhibition, usual class: inhibitors; O94925; further: potency means the concentration at half of the fitted maximal effect; on the % scale 0 is the no-effect control and ±100 the full control effect
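Compounds were pin-transferred onto hKGA, after which L-glutamine (1 mM solution) and a detection mix of glutamate oxidase, HRP and Amplex Red were added. Initial and 30 min RT fluorescence reads were collected.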
The depositor's hits bear a star; i = inactive; u = inconclusive; x = not tested or not shown; [ ] = dose if it differs, or a comment. Unless noted, the call rests on the fitted dose curve; in most records, active means well fitted curve in the direction sought with a large enough effect; inconclusive means small, poorly fitted or top-dose-only effect, or another doubt; inactive means no such curve, though single readings can be large; an effect the other way counts as inactive or inconclusive.

smiles | Pin1 inhibitor | USP1 inh | HP1b chromo inh | IDH1 R132H inh | TrxR1 substrate | PI4K2A block | PGK inhibitor | TrxR1 inh | GLS inh
Nc1cc(-c2ccc(Br)cc2)[nH]n1 | -2.7% | -9.2% | 22.5% | 2.9% | -6.4% | 4.8 | -9.9% | -4.4% | 14.6%
COc1ccc(C2CCCN2C(=O)c2cccs2)cc1 (centres undefined) | -8.0% | -9.9% | 20.4% | 6.8% | -8.7% | 0.9 | -5.3% | -9.1% | -8.1%
CCOC(=O)c1cccc(NC(=O)CSc2nnc(CNc3ccc(C)cc3)n2CC)c1 | u | -9.0% | 12.6% | 4.5% | -2.2% | 19.0 | -4.1% | -7.1% | 3.9%
COc1cccc(C(=O)N2CCN(Cc3cccc(F)c3)CC2)c1 | -8.0% | -8.0% | u | 1.3% | -0.5% | -1.2 | -11.9% | 3.5% | -12.0%
COc1ccc(N2CCN(CC(O)COc3ccc([N+](=O)[O-])cc3)CC2)cc1 (centres undefined) | 5.5% | 2.5% | 7.1% | 3.2% | 6.3%[57.1 µM] | -3.1 | -4.2% | 11.8%[57.1 µM] | 6.1%
CCCCCCNC(=O)O[C@H]1C[C@H](C(=O)OC)[C@H](C(=O)OC)C2CN(S(=O)(=O)c3ccc(C)cc3)C[C@@]21O (some centres undefined) | x | -32.7% | x | 2.2% | x | -3.5 | -5.9% | x | 2.9%
O=C(O)c1ccc(/C=N/NC(=S)NCc2ccccc2)cc1 | -2.1% | -6.7% | 44.1%[activator] | 3.4% | -13.6% | -16.8 | 0.1% | -11.9% | 14.7%
C=CCOC(=O)C(C#N)c1nc2ccccc2nc1N1CCCC1 (centres undefined) | 6.4% | -12.5% | 5.5% | 1.5% | 10.5%[57.1 µM] | -5.5 | -1.5% | 24.2%[57.1 µM] | 4.3%
COc1ccc(-c2onc3ccc(Br)cc23)cc1 | u | -11.4% | 42.8%[activator] | 2.1% | -10.2% | 0.4 | i | -12.9% | -0.3%
O=C(CCS(=O)(=O)c1ccccc1)N(Cc1cccnc1)c1nc2c(Cl)cccc2s1 | -2.1% | u | 45.0%[activator] | -13.4% | -5.4% | 11.0 | -1.7% | u | -2.4%
Cc1cccc(NC(=S)NC2CCN(Cc3ccccc3)CC2)c1C | -8.0% | 4.9% | 6.3% | 5.3% | -10.1% | 4.8 | -3.2% | -6.9% | 8.8%
CSCC(=O)N1CCCC(CO)(Cc2ccccc2C)C1 (centres undefined) | 4.0% | -16.7% | 27.1%[57 µM] | 5.0% | 5.2% | 1.2 | -1.2% | 16.6% | -0.9%
O=C(c1ccccc1Br)N(Cc1ccccc1)c1ccccc1 | 0.2% | -14.2% | 63.3%[activator] | -1.8% | -8.4% | 3.5 | -3.2% | 5.5% | 3.4%
COc1ccc(CN2CCNC(=O)C2CC(=O)N(C)Cc2ccno2)c(F)c1 (centres undefined) | 1.0% | -16.9% | 21.7% | 10.2% | -7.0% | 2.6 | 5.8% | -26.0% | 12.6%
COCCn1c(SCC(=O)NC2CC2)nnc1-c1ccco1 | -6.1% | -9.8% | 22.7% | -10.4% | 3.0% | -0.9 | 6.4% | -6.1% | 5.2%

Filtered by structure, the entries above with an aryl thioether with sulfur outside any ring.
smiles | Pin1 inhibitor | USP1 inh | HP1b chromo inh | IDH1 R132H inh | TrxR1 substrate | PI4K2A block | PGK inhibitor | TrxR1 inh | GLS inh
CCOC(=O)c1cccc(NC(=O)CSc2nnc(CNc3ccc(C)cc3)n2CC)c1 | u | -9.0% | 12.6% | 4.5% | -2.2% | 19.0 | -4.1% | -7.1% | 3.9%
COCCn1c(SCC(=O)NC2CC2)nnc1-c1ccco1 | -6.1% | -9.8% | 22.7% | -10.4% | 3.0% | -0.9 | 6.4% | -6.1% | 5.2%

Some entries already given, showing only PGK inhibitor.
molecule | PGK inhibitor
COc1cccc(C(=O)N2CCN(Cc3cccc(F)c3)CC2)c1 | -11.9%
C=CCOC(=O)C(C#N)c1nc2ccccc2nc1N1CCCC1 (centres undefined) | -1.5%

Continued.
smiles | Pin1 inhibitor | USP1 inh | HP1b chromo inh | IDH1 R132H inh | TrxR1 substrate | PI4K2A block | PGK inhibitor | TrxR1 inh | GLS inh
Cc1csc2c(N(C)CCO)ncnc12 | -6.6% | -23.3% | 29.4% | 6.7% | 4.3%[57.1 µM] | -3.9 | 0.0% | 11.2% | 1.5%
O=C(Nc1ccc(-c2csc(Nc3ccccc3)n2)cc1)c1cccc(C(F)(F)F)c1 | -0.5% | -16.5% | -3.2% | -3.3% | 1.6% | 0.4 | -2.0% | 16.8% | 0.5%
CCOC(=O)C(NC(=O)c1cccc(Cl)c1)(Nc1sc2c(c1C(N)=O)CCC2)C(F)(F)F (centres undefined) | 21.1% | -18.1% | -10.9% | 0.6% | 1.2% | -1.7 | -7.8% | u | 10.9%
Cc1cccc(C(=O)Nc2ccccc2-c2nnn(CC(=O)Nc3ccc4c(c3)OCCO4)n2)c1 | -3.9% | -7.1% | 16.0% | -5.2% | 13.7%[57.1 µM] | -0.1 | 7.4% | 2.7%[57.1 µM] | -3.5%
CC(C)(C)OC(=O)NCCCCCNC(=O)c1[nH]cnc1C(=O)N[C@@H](Cc1ccccc1)C(=O)OCc1ccccc1 | 0.8% | -19.0% | 23.7% | -4.6% | -6.8%[57.1 µM] | -1.2 | i | 18.7% | -1.1%
CN(CCc1ccccc1)C(=O)c1ccc(NC(=O)Cc2ccc(NC(=O)C3CCN(S(=O)(=O)c4cccc([N+](=O)[O-])c4)CC3)cc2)cc1 | 32.6%[activator] | -20.7% | 14.7% | -15.3% | -1.3% | 1.1 | i | 16.4% | 1.6%
CCCOC(=O)c1ccc(-n2nnnc2SCC(=O)N2CCCCC2)cc1 | -11.2% | -18.6% | 38.8% | 2.8% | -5.1% | 0.0 | i | -1.9% | -1.3%
CCSc1nnc(NC(=O)c2csc(C)c2)s1 | 5.3% | -7.2% | 30.5%[activator] | 13.5% | 10.7% | -2.8 | i | 14.8% | -0.4%
CSc1nc(C)cc(SCC(=O)Nc2ccccc2)n1 | -2.7% | -13.1% | 29.9% | 4.5% | 6.8% | 0.3 | 3.6% | 23.2% | -6.5%
CC(C(=O)Nc1ccccc1)N1CCN(c2ccccn2)CC1 (centres undefined) | -1.7% | -10.3% | 27.5% | 4.6% | 6.1% | 1.6 | -3.3% | 18.4% | 0.5%
CCOC(=O)c1ccc(S(=O)(=O)N2CCN(CCC#N)CC2)cc1 | -4.9% | -16.8% | 40.7%[activator] | 3.7% | 7.5%[57.1 µM] | -3.4 | -1.2% | 14.9%[57.1 µM] | 0.9%
O=C(CSc1nccn1-c1ccc(Cl)cc1)NCc1ccc2c(c1)OCO2 | -0.3% | -27.0% | -18.9% | 13.1% | 6.4% | -0.3 | -8.3% | 23.6% | -3.6%
NNC(=O)c1cc2c(N3CCC(Cc4ccccc4)CC3)ncnc2s1 | -2.7% | -17.0% | 14.0% | u | 13.9%[57.1 µM] | 6.5 | 6.2% | 29.4%[57.1 µM] | -21.7%
Cc1ccc(Cl)c2sc(NC(=O)CS(=O)(=O)c3ccc(Cl)cc3)nc12 | 4.8% | 1.9% | 12.9% | -16.4% | 2.4%[57.1 µM] | -1.0 | -1.6% | 21.6%[57.1 µM] | -5.4%
CCOc1ccccc1NC(=O)CSc1nc(=O)n(CCCN2CCOCC2)c2c1CCC2 | -1.1% | -10.2% | 19.8% | 6.3% | -2.9% | 2.9 | -1.4% | -8.4% | -4.1%
O=P(OC1CCCCC1)(OC1CCCCC1)C(O)c1cccnc1 (centres undefined) | -3.1% | -4.5% | 25.6% | -10.2% | -0.5% | 2.7 | 4.6% | 9.8% | 7.9%
CN(C)c1ccc(C(c2nnnn2CCOC(=O)Nc2ccc(Cl)cc2)N2CCOCC2)cc1 (centres undefined) | 30.0% | 0.9% | u | 4.0% | -0.8%[57.1 µM] | -2.6 | 4.3% | u | 15.1%
O=C(CCC(=O)N1CCOCC1)NCCc1ccc(F)cc1 | -7.5% | 6.2% | 35.6%[activator] | 0.4% | -8.6% | -2.6 | -3.1% | 3.6% | 9.2%

One compound at a time, from the list above:
`O=C(CSc1nccn1-c1ccc(Cl)cc1)NCc1ccc2c(c1)OCO2` as listed: Pin1 inhibitor = -0.3%; USP1 inh = -27.0%; HP1b chromo inh = -18.9%; IDH1 R132H inh = 13.1%; TrxR1 substrate = 6.4%; PI4K2A block = -0.3; PGK inhibitor = -8.3%; TrxR1 inh = 23.6%; GLS inh = -3.6%
`CC(C)(C)OC(=O)NCCCCCNC(=O)c1[nH]cnc1C(=O)N[C@@H](Cc1ccccc1)C(=O)OCc1ccccc1` as listed: Pin1 inhibitor = 0.8%; USP1 inh = -19.0%; HP1b chromo inh = 23.7%; IDH1 R132H inh = -4.6%; TrxR1 substrate = -6.8%[57.1 µM]; PI4K2A block = -1.2; PGK inhibitor = i; TrxR1 inh = 18.7%; GLS inh = -1.1%

Source: PubChem (National Center for Advancing Translational Sciences (NCATS))

This is a subset; count on the stated rates, not on these rows.
